High-throughput results (PubChem)
Autophagy HCS: autophagy modulation, high-content screen; MEF GFP-LC3 puncta imaging; test concentration mostly 10 µM; calls only at 10 µM (by protocol); actives 0.98% (n = 190,000); AID 463193;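 active = percentage of spot-positive cells more than 3 SD above its plate mean, without a fluorescence outlier flag or 80% toxicity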;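 also: spot-positive cell cutoff set from DMSO-treated cells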
NOD1 inhibition: inhibition of NOD1-driven NF-kB reporter – cell-based, luminescence, uHTS, primary screen (AID 1578); NOD1-driven NF-kB luciferase reporter cells, luminescence; higher % means a stronger effect; inhibition, % at 4 µM, or EC50 in µM where a hit was titrated; actives 1% (n = 290,000); in the data active = inhibition mostly above about 36%, no sharp cut-off; inactive = mostly below about 34%;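 also: HEK-293T reporter cells stimulated with the NOD1 agonist gamma-tri-DAP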
bCat nuc transl: beta-catenin nuclear translocation modulation; AID 1665; actives 0.3% (n = 190,000); HeLa beta-catenin nuclear translocation, immunofluorescence imaging; nuclear translocation activity, % at 5 µM;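 active = nuclear translocation activity above 50% at 5 µM, with a well cell count of 50 or more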;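 also: per-cell ratio of nuclear to cytoplasmic median beta-catenin stain intensity; plate controls were DMSO negative control for no effect and GSK-3 inhibitor IX positive control for full effect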
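System: Human HeLa cells, endogenous beta-catenin | Compound dosing: 5 µM primary, 0.02–20 µM confirmation | Timing: 24 h compound exposure at 37°C, 5% CO2 | Measured by: Fluorescence imaging of beta-catenin antibody stain plus DAPI | Read-out basis: % activation of per-cell nuclear versus cytoplasmic median beta-catenin signal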
Yfh1-depleted yeast: mitochondrial function rescue without frataxin homolog – Friedreich's ataxia, plus single-dose screen, dose response (AID 1465) | S. cerevisiae Yfh1-off respiration, WST-1 reduction, 72 h; higher fold induction means a stronger effect | one-dose fold induction at 50 µM; EC50 in µM for titrated hits | actives 0.074% (n = 220,000);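 active = fold induction of absorbance versus untreated yeast above a set limit, then at least 30% activation at any dose in follow-up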;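 also: activators that raise dye reduction in frataxin-depleted yeast; strong numbers were not always called active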
NOD2 inhibition: inhibition of NOD2-driven NF-kB reporter – cell-based, luminescence, uHTS, HEK293 (AID 1566); HEK293 NOD2/NF-kB luciferase reporter, luminescence; higher % means a stronger effect; inhibition, % at 4 µM, or EC50 in µM where a hit was titrated; actives 0.63% (n = 290,000); in the data active = inhibition above about 50%; also: many of its hits are not listed in these tables
Ins promoter up: MIN6 insulin promoter up-regulation | MIN6 insulin promoter-GFP reporter, high-content imaging; hits give high values | z-score at 5 µM | actives 0.3% (n = 190,000) | AID 1625;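 active = z-score above 3 at 5 µM with at least 500 cells counted in the well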
MT stabilize HCS: microtubule stabilizers in HeLa cells; HeLa tubulin immunostaining HCS, 24 h; share of cells brighter than vehicle mean+2SD; % tubulin-high responders, % at 10 µM; actives 0.83% (n = 200,000);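 active = plate Z-score above 3 for both tubulin-high and condensed-nucleus cell shares, with cell loss under 80%, at 10 µM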;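 also: anti alpha tubulin signal scored within the nucleus-defined area of each cell; some results filed as inactive read as strong as hits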
P. falciparum M17LAP: P. falciparum M17LAP inhibitors, primary screen, biochemical, fluorogenic H-Leu-NHMec substrate, 1536-well (AID 1619). recombinant M17LAP, H-Leu-NHMec fluorogenic kinetic assay; higher % means a stronger effect. inhibition, % at 30 µM; hits with a dose series show IC50 in µM. actives 0.38% (n = 220,000);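 active = compound inhibiting the enzyme by more than half at any dose during confirmatory dose-response retesting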;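 also: plate controls were full reaction with DMSO carrier for no effect and no enzyme background for full effect; strong numbers were not always called active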
Dynein cargo inh: blocks dynein driven cargo transport along microtubules; actives 0.47% (n = 220,000); 3617.4 mouse cells, GR-EGFP nuclear translocation imaging; test concentration mostly 20 µM; stimulated with dexamethasone, 1 µM; hits give low values; z-score, hits read low; AID 1381;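 active = plate z-score of nuclear minus cytoplasmic receptor signal below a set negative limit, without overly bright fluorescence or cell loss, cut at about -3.5 in these data, passing the limit was not always enough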;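 also: z-score of nuclear minus cytoplasmic ring GR-EGFP intensity difference per well; some compounds called inactive have numbers as strong as hits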
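Buffer or medium – tet-free medium with charcoal-stripped serum · Signal – automated 10x imaging of fixed Hoechst-stained cells · Also added – dexamethasone agonist, 1.0 µM final, for 30 min · Incubation – induction 48 h, compound 1 h, agonist 30 min · Read-out – GR-EGFP nuclear translocation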
Dynein cargo inh cytoplasmic EGFP: second read-out of Dynein cargo inh, no call of its own (marks repeat the call); z-score; measured here: cytoplasmic GR-EGFP intensity; hits give high values
Dynein cargo inh nuclear GR-EGFP: second read-out of Dynein cargo inh, no call of its own (marks repeat the call); z-score; measured here: nuclear GR-EGFP intensity;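 lower value marks the stronger effect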
Dynein cargo inh cell count: further read-out of Dynein cargo inh, marked with its call; z-score; measured here: cell count per field
Ins promoter up cell count: further read-out of Ins promoter up, marked with its call; cell count; measured here: cytotoxicity, nuclei count;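 total cells summed across four imaged fields per well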
bCat nuc transl cell count 5 µM: also measured in bCat nuc transl; calls as there; cell count; measured here: cell count, cytotoxicity flag
MT stabilize HCS Hoechst-high %: recorded beside MT stabilize HCS, whose call it bears; % Hoechst-high responders; measured here: nuclear condensation Hoechst responders;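 share of cells brighter than vehicle mean plus two SD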
MT stabilize HCS cytotoxicity %: recorded beside MT stabilize HCS, whose call it bears; toxicity, %; measured here: cytotoxicity by cell density;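 0% = mean cell density of plate MIN control wells and 100% = no cells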
Autophagy HCS cell loss 18 h: second read-out of Autophagy HCS, no call of its own (marks repeat the call); toxicity, %; measured here: cell loss, nuclei count;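 cell loss after 18 h compound exposure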
Active calls of the source: *.

How did CN1CCN(c2ccc([N+](=O)[O-])cc2NC(=O)c2ccccc2Cl)CC1 do in these assays?
Autophagy HCS: inactive; NOD1 inhibition: 7%; bCat nuc transl: -2.7; Yfh1-depleted yeast: inactive; NOD2 inhibition: -15%; Ins promoter up: 0.05; MT stabilize HCS: 1.9; P. falciparum M17LAP: 14%; Dynein cargo inh: 0.033; Dynein cargo inh cytoplasmic EGFP: -0.19; Dynein cargo inh nuclear GR-EGFP: -0.18; Dynein cargo inh cell count: 0.51; Ins promoter up cell count: 1056; bCat nuc transl cell count 5 µM: 1377; MT stabilize HCS Hoechst-high %: 2.1; MT stabilize HCS cytotoxicity %: 8.9; Autophagy HCS cell loss 18 h: 5

Results for CCN1CCN(c2cc3nc(C)n(Cc4ccccc4)c(=O)c3cc2NC(=O)c2ccccc2F)CC1 ?
Autophagy HCS: inactive; NOD1 inhibition: -38%; bCat nuc transl: -1.0; Yfh1-depleted yeast: inactive; NOD2 inhibition: 6%; Ins promoter up: -1; MT stabilize HCS: 4.8; P. falciparum M17LAP: -1%; Dynein cargo inh: -0.35; Dynein cargo inh cytoplasmic EGFP: -0.28; Dynein cargo inh nuclear GR-EGFP: -0.65; Dynein cargo inh cell count: 1.1; Ins promoter up cell count: 1198; bCat nuc transl cell count 5 µM: 1369; MT stabilize HCS Hoechst-high %: 4.6; MT stabilize HCS cytotoxicity %: 1.2; Autophagy HCS cell loss 18 h: 1

How did CCCCN(CC)CCNC(=O)CCNC(=O)Cn1ccc2ccccc2c1=O do in these assays?
Autophagy HCS: inactive; NOD1 inhibition: -31%; bCat nuc transl: -0.3; Yfh1-depleted yeast: inactive; NOD2 inhibition: 10%; Ins promoter up: -0.26; MT stabilize HCS: 5.1; P. falciparum M17LAP: 1%; Dynein cargo inh: 0.37; Dynein cargo inh cytoplasmic EGFP: -0.31; Dynein cargo inh nuclear GR-EGFP: 0.69; Dynein cargo inh cell count: 0.45; Ins promoter up cell count: 1155; bCat nuc transl cell count 5 µM: 1085; MT stabilize HCS Hoechst-high %: 3.2; MT stabilize HCS cytotoxicity %: 3.1; Autophagy HCS cell loss 18 h: -2

Results for CC(C)CCn1nnnc1C(c1ccccc1F)N1CCC(C(N)=O)CC1 (stereo not given) ?
Autophagy HCS: inactive; NOD1 inhibition: -11%; bCat nuc transl: -4.5; Yfh1-depleted yeast: inactive; NOD2 inhibition: 7%; Ins promoter up: -0.01; MT stabilize HCS: 6.8; P. falciparum M17LAP: 0%; Dynein cargo inh: -1; Dynein cargo inh cytoplasmic EGFP: -0.17; Dynein cargo inh nuclear GR-EGFP: -0.37; Dynein cargo inh cell count: 0.51; Ins promoter up cell count: 1205; bCat nuc transl cell count 5 µM: 1161; MT stabilize HCS Hoechst-high %: 2.8; MT stabilize HCS cytotoxicity %: 8.1; Autophagy HCS cell loss 18 h: -11

How did COc1ccccc1C(=O)N1CCN(S(=O)(=O)Cc2ccccc2)CC1 do in these assays?
Autophagy HCS: inactive; NOD1 inhibition: 0%; bCat nuc transl: -5.8; Yfh1-depleted yeast: inactive; NOD2 inhibition: 9%; Ins promoter up: 0.1; MT stabilize HCS: 3.0; P. falciparum M17LAP: 3%; Dynein cargo inh: -0.67; Dynein cargo inh cytoplasmic EGFP: -0.031; Dynein cargo inh nuclear GR-EGFP: -0.13; Dynein cargo inh cell count: 0.11; Ins promoter up cell count: 1101; bCat nuc transl cell count 5 µM: 913; MT stabilize HCS Hoechst-high %: 4.1; MT stabilize HCS cytotoxicity %: 8.2; Autophagy HCS cell loss 18 h: -9

Results for COc1ccc(Cc2nnc(NC(C)=O)s2)cc1 ?
Autophagy HCS: inactive; NOD1 inhibition: -25%; bCat nuc transl: 0.4; Yfh1-depleted yeast: inactive; NOD2 inhibition: -4%; Ins promoter up: -0.26; MT stabilize HCS: 1.4; P. falciparum M17LAP: 14%; Dynein cargo inh: 0.21; Dynein cargo inh cytoplasmic EGFP: -0.35; Dynein cargo inh nuclear GR-EGFP: 0.35; Dynein cargo inh cell count: 0.45; Ins promoter up cell count: 1503; bCat nuc transl cell count 5 µM: 893; MT stabilize HCS Hoechst-high %: 1.6; MT stabilize HCS cytotoxicity %: 6.0; Autophagy HCS cell loss 18 h: 4

Results for CC1CC(C)CN(C(=O)c2cn(C)c3ccc(S(=O)(=O)N(C)C)cc3c2=O)C1 (stereo not given) ?
Autophagy HCS: inactive; NOD1 inhibition: 2%; bCat nuc transl: -2.2; Yfh1-depleted yeast: inactive; NOD2 inhibition: 13%; Ins promoter up: -0.3; MT stabilize HCS: 2.9; P. falciparum M17LAP: 17%; Dynein cargo inh: 0.76; Dynein cargo inh cytoplasmic EGFP: -0.078; Dynein cargo inh nuclear GR-EGFP: 0.55; Dynein cargo inh cell count: -0.95; Ins promoter up cell count: 955; bCat nuc transl cell count 5 µM: 1133; MT stabilize HCS Hoechst-high %: 2.7; MT stabilize HCS cytotoxicity %: 6.0; Autophagy HCS cell loss 18 h: 12

What do the screens show for `CC(=O)Nc1cccc(NS(=O)(=O)c2ccccc2[N+](=O)[O-])c1`?
Autophagy HCS: inactive; NOD1 inhibition: -5%; bCat nuc transl: 0.7; Yfh1-depleted yeast: inactive; NOD2 inhibition: 7%; Ins promoter up: 1.6; MT stabilize HCS: 0.7; P. falciparum M17LAP: -7%; Dynein cargo inh: 1.2; Dynein cargo inh cytoplasmic EGFP: -0.031; Dynein cargo inh nuclear GR-EGFP: 0.28; Dynein cargo inh cell count: -0.79; Ins promoter up cell count: 1417; bCat nuc transl cell count 5 µM: 1531; MT stabilize HCS Hoechst-high %: 1.6; MT stabilize HCS cytotoxicity %: 0.8; Autophagy HCS cell loss 18 h: 3

Results for CCOc1cccc(C(=O)NC(c2ccccc2)C(C)C)c1 (stereo not given) ?
Autophagy HCS: inactive; NOD1 inhibition: -4%; bCat nuc transl: -1.4; Yfh1-depleted yeast: inactive; NOD2 inhibition: 13%; Ins promoter up: 0.54; MT stabilize HCS: 6.0; P. falciparum M17LAP: 0%; Dynein cargo inh: -0.2; Dynein cargo inh cytoplasmic EGFP: -0.2; Dynein cargo inh nuclear GR-EGFP: 0.22; Dynein cargo inh cell count: 1.8; Ins promoter up cell count: 1344; bCat nuc transl cell count 5 µM: 1477; MT stabilize HCS Hoechst-high %: 2.3; MT stabilize HCS cytotoxicity %: 6.8; Autophagy HCS cell loss 18 h: 15

What do the screens show for `CN1CC(=O)N(CC(=O)Nc2ccc(SC(F)F)cc2)C1=O`?
Autophagy HCS: inactive; NOD1 inhibition: -6%; bCat nuc transl: -0.2; Yfh1-depleted yeast: inactive; NOD2 inhibition: -17%; Ins promoter up: -0.26; MT stabilize HCS: 3.1; P. falciparum M17LAP: 8%; Dynein cargo inh: -0.54; Dynein cargo inh cytoplasmic EGFP: -0.18; Dynein cargo inh nuclear GR-EGFP: -0.4; Dynein cargo inh cell count: 0.3; Ins promoter up cell count: 1070; bCat nuc transl cell count 5 µM: 1008; MT stabilize HCS Hoechst-high %: 2.2; MT stabilize HCS cytotoxicity %: 5.9; Autophagy HCS cell loss 18 h: -2

Results for COc1ccc(CCNC(=O)C(=O)NCC2CCNCC2)cc1OC ?
NOD1 inhibition: -8%; bCat nuc transl: -1.5; Yfh1-depleted yeast: inactive; NOD2 inhibition: -5%; Ins promoter up: 0.74; P. falciparum M17LAP: -3%; Dynein cargo inh: 0.1; Dynein cargo inh cytoplasmic EGFP: -0.27; Dynein cargo inh nuclear GR-EGFP: -0.36; Dynein cargo inh cell count: 0.96; Ins promoter up cell count: 1135; bCat nuc transl cell count 5 µM: 1382

How did Cc1ccnc(NS(=O)(=O)Cc2ccccc2)c1 do in these assays?
Autophagy HCS: inactive; NOD1 inhibition: 18%; bCat nuc transl: 1.1; Yfh1-depleted yeast: inactive; NOD2 inhibition: 21%; Ins promoter up: -0.91; MT stabilize HCS: 5.0; P. falciparum M17LAP: -2%; Dynein cargo inh: 0.58; Dynein cargo inh cytoplasmic EGFP: -0.26; Dynein cargo inh nuclear GR-EGFP: -0.33; Dynein cargo inh cell count: -0.54; Ins promoter up cell count: 1576; bCat nuc transl cell count 5 µM: 1266; MT stabilize HCS Hoechst-high %: 1.7; MT stabilize HCS cytotoxicity %: 4.7; Autophagy HCS cell loss 18 h: -2

Results for Nc1c(N2CCCC2)cc(Cl)c2nonc12 ?
Autophagy HCS: inactive; NOD1 inhibition: -16%; bCat nuc transl: 0.9; Yfh1-depleted yeast: inactive; NOD2 inhibition: 1%; Ins promoter up: -0.24; MT stabilize HCS: 2.6; P. falciparum M17LAP: -13%; Dynein cargo inh: -2.1; Dynein cargo inh cytoplasmic EGFP: 0.029; Dynein cargo inh nuclear GR-EGFP: -1.1; Dynein cargo inh cell count: 0.85; Ins promoter up cell count: 1261; bCat nuc transl cell count 5 µM: 1143; MT stabilize HCS Hoechst-high %: 1.6; MT stabilize HCS cytotoxicity %: 7.6; Autophagy HCS cell loss 18 h: -1

Results for CCCCNC(=O)c1ccc2nc(-c3ccco3)c(-c3ccco3)nc2c1 ?
Autophagy HCS: inactive; NOD1 inhibition: -10%; bCat nuc transl: -2.7; Yfh1-depleted yeast: inactive; NOD2 inhibition: 12%; MT stabilize HCS: 2.0; P. falciparum M17LAP: 14%; Dynein cargo inh: 0.46; Dynein cargo inh cytoplasmic EGFP: -0.15; Dynein cargo inh nuclear GR-EGFP: 0.4; Dynein cargo inh cell count: 0.3; bCat nuc transl cell count 5 µM: 1166; MT stabilize HCS Hoechst-high %: 1.7; MT stabilize HCS cytotoxicity %: 2.8; Autophagy HCS cell loss 18 h: -2

Only part of the results is shown, so the mix of outcomes need not match the whole.
